# Screening data (PubChem)
# TMEM16A inh – mouse TMEM16A channel inhibition, primary screen | Q8BHY3 | HEK293 TMEM16A/YFP iodide influx fluorescence, ionomycin | normalized B-score (activity score, 25-100; higher = stronger inhibition) at 10 µM | hit rate 1.2% among 310,000 | AID 588511;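 active = ratio plate-corrected score three or more library SD toward inhibition, starting fluorescence score within five deviations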;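 note: score derived from kinetic fluorescence span divided by baseline fluorescence per well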
# MrgX1 agonist – human MrgX1 receptor agonism, primary screen. Q96LB2. MrgX1-HEK293 cells, Fluo-4 calcium fluorescence, agonist mode; active compounds read high. B-score at 10 µM. hit rate 0.44% among 310,000;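 active = calcium response B-score plate-corrected fluorescence ratio at least 3 library SD, with starting fluorescence B-score inside 5 SD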
# Target sequence (Q96LB2 whole entry, looked up): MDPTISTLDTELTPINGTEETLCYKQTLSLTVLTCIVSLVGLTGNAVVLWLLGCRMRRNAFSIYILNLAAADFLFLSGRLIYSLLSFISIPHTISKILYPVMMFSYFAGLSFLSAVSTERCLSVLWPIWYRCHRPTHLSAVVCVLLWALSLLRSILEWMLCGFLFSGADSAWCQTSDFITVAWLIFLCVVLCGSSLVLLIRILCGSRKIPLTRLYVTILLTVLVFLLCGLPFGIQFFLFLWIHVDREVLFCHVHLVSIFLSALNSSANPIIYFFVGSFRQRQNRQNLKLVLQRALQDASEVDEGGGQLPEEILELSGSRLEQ
#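 Assay system: stable human MrgX1 HEK293 cell line. Quantity: 15,000 cells per well. Schedule: cells plated overnight, dye loaded 0.5 h 37 °C, 0.5 h room temperature. Detection: Fluo-4 NW calcium-flux fluorescence, kinetic read. Read-out basis: peak-minus-minimum fluorescence over baseline, converted to B scores. Control set: positive and negative control wells on each plate.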
# KCNK3 inh – human KCNK3 channel inhibition, primary screen | CHO-KCNK3 thallium flux, FluxOR fluorescence; active compounds read low | B-score at 10 µM | O14649 | AID 602410 | hit rate 0.84% among 340,000;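 active = B-score under library mean minus 4 SD, starting fluorescence ratio at most library mean plus 5 SD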;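 note: more negative B-score means stronger inhibition of thallium flux through KCNK3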
# RGS4 inh – human RGS4 inhibition | B-score at 10 µM | HEK293 M3R/RGS4 inducible, Fluo-4 calcium flux; active compounds read high; triggered by carbachol at its EC20 | AID 463165 | hit rate 0.45% among 310,000;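 active = B-score, a plate-corrected calcium signal, over three deviations above library mean, with baseline fluorescence within five deviations of library mean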;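 note: RGS4 expression induced by doxycycline in cells with stable M3 receptor; B-score is computed from the integrated fluorescence ratio over baseline after carbachol; higher B-score means a larger calcium signal and so more RGS4 inhibition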
# Target sequence (P49798 whole entry, looked up): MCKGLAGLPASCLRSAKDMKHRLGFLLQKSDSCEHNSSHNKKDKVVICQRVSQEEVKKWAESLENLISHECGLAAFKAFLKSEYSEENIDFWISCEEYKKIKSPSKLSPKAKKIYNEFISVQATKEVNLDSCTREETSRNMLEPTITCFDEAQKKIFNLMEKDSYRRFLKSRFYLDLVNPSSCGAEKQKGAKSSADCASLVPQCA
# hERG protect – hERG (human) protection from proarrhythmic block | Q12809 | hit rate 0.51% among 310,000 | CHO-hERG, FluxOR thallium flux, dofetilide IC70 present | activation (rescue from dofetilide block), less the hit threshold, % at 10 µM;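 active = activation above the mean of controls blocked by dofetilide plus 5 SD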;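 note: thallium influx through hERG after potassium depolarization seen as dye fluorescence rise; in these data hits start at about 4.7%; inactives centre near -7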
# KCNQ1 act – potentiators or activators of human KCNQ1 potassium channel; hit rate 0.35% among 310,000; B-score at 10 µM; AID 2648; P51787; CHO-K1 KCNQ1, thallium flux FluxOR fluorescence; active compounds read high;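 active = fluorescence ratio B-score, a plate-corrected score, at least three library SD, with initial intensity B-score within 5 SD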
#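 Assay system: CHO-K1 cells stably expressing KCNQ1. Medium: assay buffer for compound exposure, DMSO matched across wells. Timing: 37 °C overnight plating, 90-min dark dye load, 20-min compound pretreatment. Signal: kinetic FluxOR fluorescence, 10 s baseline plus 110 s post-stimulus.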
# KCNK9 inh – human KCNK9 channel inhibition; Q9NPC2; HEK293 KCNK9, FluxOR thallium flux fluorescence; active compounds read low; B-score at 10 µM; hit rate 1.2% among 310,000;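 active = ratio B-score over 3 SD below the library mean, with starting fluorescence within 5 SD of its mean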;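 note: negative B-score means less thallium flux so channel inhibition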
# Target sequence (Q9NPC2 whole entry, looked up): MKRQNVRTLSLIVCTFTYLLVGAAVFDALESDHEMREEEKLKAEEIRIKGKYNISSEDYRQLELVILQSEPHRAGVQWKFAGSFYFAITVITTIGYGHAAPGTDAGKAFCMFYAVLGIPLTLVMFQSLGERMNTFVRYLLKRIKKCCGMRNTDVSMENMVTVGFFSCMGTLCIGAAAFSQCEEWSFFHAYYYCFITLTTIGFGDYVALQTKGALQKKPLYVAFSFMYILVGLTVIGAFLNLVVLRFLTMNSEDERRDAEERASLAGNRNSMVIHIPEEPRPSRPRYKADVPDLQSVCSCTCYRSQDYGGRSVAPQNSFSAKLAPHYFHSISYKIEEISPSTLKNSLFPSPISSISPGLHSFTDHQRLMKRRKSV
# RGS4 act – RGS4 potentiation or activation; hit rate 0.92% among 310,000; HEK293 M3R/inducible RGS4, carbachol calcium flux Fluo4; active compounds read low; AID 463111; B-score at 10 µM;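 active = B-score of the integrated calcium signal more than 4 SD below the library mean, with starting fluorescence not abnormally high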;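 note: negative B-score means reduced calcium response which marks RGS4 activation or potentiation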
#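 Material: Inducible-RGS4 HEK293 cells carrying M3 receptor; also added: carbachol at ECmax as muscarinic agonist stimulus; incubation: compound preincubation 20 min at room temperature before agonist; signal: Fluo4-AM (2 µM) calcium-flux fluorescence, kinetic read; measure: integrated calcium ratio converted to B score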
# KCNQ1 block – blocks the human KCNQ1 potassium channel; P51787; CHO-K1 KCNQ1, FluxOR thallium flux fluorescence; active compounds read high; B-score at 10 µM; hit rate 1.3% among 310,000; AID 2642;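 active = compounds whose thallium flux B-score, printed positive for inhibition, exceeds three library SD while starting fluorescence stays within three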;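 note: channel opened by potassium depolarization with thallium stimulus after 20 min compound exposure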
# ANO1 activ – activators or potentiators of mouse TMEM16A chloride channel; Q8BHY3; HEK293 TMEM16A/YFP-H148Q/I152L, iodide quench fluorescence; active compounds read low; B-score at 10 µM; hit rate 0.3% among 340,000; AID 623877;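 active = fluorescence-ratio B-score plate-corrected deviation score at least 3 library SD below zero, with starting fluorescence score within 5 deviations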;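 note: channel opened by trigger with iodide after compound preincubation; score built on the fluorescence ratio of max minus min over baseline; more negative score means more quench and so TMEM16A activation or potentiation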
# MrgX1 allo act – allosterically activates human MrgX1 receptor signaling; Q96LB2; MrgX1-HEK293, Fluo-4 calcium flux, FDSS; active compounds read high; B-score at 10 µM; hit rate 0.63% among 310,000;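 active = plate-corrected calcium response at least 3 library SD above typical, normal starting fluorescence, not activating the receptor alone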;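 note: compound read alongside a low EC10 to EC30 dose of BAM8-22 agonist; peak minus trough fluorescence over baseline measured at the second addition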
# Active calls of the source: *; i = inactive; x = no result given; & = joins results of further samples.
# Screens in order: TMEM16A inh | MrgX1 agonist | KCNK3 inh | RGS4 inh | hERG protect | KCNQ1 act | KCNK9 inh | RGS4 act | KCNQ1 block | ANO1 activ | MrgX1 allo act
CC(C)(C)c1nn(-c2ccccc2)c2nc(Cl)c(C=O)cc12
 : i | i | i | 5* | -5 | i | i | i | i | i | i
Cc1cccc(NC(=O)COC(=O)c2cccs2)c1C
 : i | i | i | i | -5 | i | i | i | i | i | i
Cc1nc(SCC(=O)Nc2cc(Cl)ccc2[N+](=O)[O-])nc(C)c1C
 : i | i | i | i | -10 | i | i | i | i | i | i
CC(=O)Nc1nc(Cn2nnc(-c3ccc4c(c3)OCO4)n2)nc(N(C)C)n1
 : i | i | i | i | -6 | i | i | i | i | i | i
COc1cc2c(cc1OC)C(C)N(C(=S)NC(=O)c1ccccc1)CC2 (stereo not drawn)
 : i | i | i | i | -1 | i | i | i | i | i | i
CCOC(=O)N1CCN(C(=O)CSc2ccc3nnc(-c4cccnc4)n3n2)CC1
 : i | i | i | i | -15 | i | i | i | i | i | i
COc1ccc(/C=N/NC(=O)Cn2cc(C(F)(F)F)ccc2=O)cc1
 : i | i | i | i | -4 | i | i | i | i | i | i
O=C(CN1CCN(S(=O)(=O)c2ccccc2)CC1)Nc1ccccc1Cl
 : i | i | i | i | -14 | i | i | i | i | i | i
CCOC(=O)CC1COCCN1C(=O)c1ccc2oc(Cc3ccccc3)nc2c1 (stereo not drawn)
 : i | i | i | i | -8 | i | i | i | i | i | i
CSc1nnc(-c2cc(Br)ccc2N=Cc2c(C)[nH]n(-c3ccccc3)c2=O)c(=O)[nH]1
 : i | i | i | i | -15 | i | i | i | i | i | i
Nc1cc(N2CCCC2)ccc1[N+](=O)[O-]
 : i | i | i | i | -9 | i | i | i | i | i | i
O=C(Cn1cc(CCO)nn1)N1CCNCC1
 : i | i | i | i | -5 | i | i | i | i | i | i
O=C(Nc1ccc(Oc2ccccc2)nc1)C1CCCCN1Cc1cccc(OCCO)c1 (stereo not drawn)
 : i | i | i | i | -6 | i | i | i | i | i | i
COc1ccc(CS(=O)(=O)CC(C)(O)c2ccccc2)cc1 (stereo not drawn)
 : i | i | i | i | -13 | i | i | i | i | i | i
N#Cc1ccc(-c2ccc(OCC(=O)NCCc3ccccc3)cc2)cc1
 : i | i | i | i | -7 | i | i | i | i | i | i
Cc1ccc(Sc2c([N+](=O)[O-])ncn2C)cc1
 : i | i | i | i | -9 | i | i | i | i | i | i
Cc1ccc(C(=O)/C=C\NCc2ccccc2)cc1
 : i | i | i | i | -8 | i | i | i | i | i | i
c1ccc2[nH]c(-c3ccnc4ccccc34)nc2c1
 : i | i | i | i | -9&-17 | i | i | i | i | i | i
COc1ccccc1CNC(=O)COc1cccnc1[N+](=O)[O-]
 : i | i | i | i | -2 | i | i | i | i | i | i
CCc1nc(C)c(C(=O)N2CCCC(C(=O)Nc3cccc(-c4cccc(C)c4)c3)C2)o1 (stereo not drawn)
 : i | i | i | i | -8 | i | i | i | i | i | i
CCn1ncc(CN2CCN(C(=O)Nc3ccccc3C(=O)OC)CC2)c1C
 : i | i | i | i | -12 | i | i | i | i | i | i
CCOC(=O)c1sc2nc3c(SCCC(=O)O)cc(C(=O)c4cc(OC)ccc4O)cn3c(=O)c2c1C
 : x | x | i | i | -6 | i | i | i | i | i | x
CCCSc1nsc(SCCC)c1C#N
 : i | i | i | i | -3 | i | i | i | i | i | i
CCC(CO)NCc1ccc(-c2ccccc2)cc1 (stereo not drawn)
 : i | i | i | i | -11 | i | i | i | i | i | i
Cn1c(SCC(=O)NNC(=O)c2ccccc2)nnc1C1CC1
 : i | i | i | i | -2 | i | i | i | i | i | i
CCc1ccc(-c2csc3ncn(CC)c(=O)c23)cc1
 : i | i | i | i | 2 | i | i | i | i | i | i
COc1ccccc1-c1cc(C(=O)N/N=C/c2ccc(C)o2)c2ccccc2n1
 : x | x | i | i | -7 | i | i | i | i | i | x
CCOC(=O)c1sc(=NC(=O)COc2ccc(Cl)cc2)n(C)c1C
 : i | i | i | i | -13 | i | i | i | i | i | i
COc1ccc(-c2nc(N)nc(C(F)(F)F)c2-c2csc(C)n2)c(O)c1
 : i | i | i | i | -12 | i | i | i | i | i | i
CCOC(=O)N1CCC(NC(=O)C(NS(=O)(=O)c2ccc3c(c2)CCN3C(C)=O)C(C)C)CC1 (stereo not drawn)
 : i | i | i | i | -4 | i | i | i | i | i | i
CCOc1ccc(NC(=O)c2cccs2)c([N+](=O)[O-])c1
 : i | i | i | i | -7 | i | i | i | i | i | i
CN(C)c1nc(-c2cccnc2)nc(-c2ccccc2)c1C#N
 : i | i | i | i | -6 | i | i | i | i | i | i
CCOC(=O)c1c(C)[nH]c(C(=O)COC(=O)/C=C/c2ccc3c(c2)OCO3)c1C
 : i | i | i | i | -5 | i | i | i | i | i | i
COc1cccc(CN2CCN(Cc3ccc(C)o3)CC2CCO)c1 (stereo not drawn)
 : i | i | i | i | -13 | i | i | i | i | i | i
Cn1nc(-c2ccccc2)c(CO)c1Oc1cccc(C(F)(F)F)c1
 : i | i | i | i | -4 | i | i | i | i | i | i
COC(=O)c1cc(=O)c2c(C)nc(C(Cl)(Cl)Cl)nc2[nH]1
 : i | i | i | i | -5 | i | i | i | i | i | i
OC1C[N+]2(CCCCC2)C1
 : i | i | i | i | 0 | i | i | i | i | i | i
CC1(C)CC(=O)C=C(NCCCN2CCCC2=O)C1
 : i | i | i | i | -14 | i | i | i | i | i | i
COC(=O)C(Cc1cncn1COCc1ccccc1)NC(=O)OC(C)(C)C (stereo not drawn)
 : i | i | i | i | -14 | i | i | i | i | i | i
CCCCNC(=O)c1cc(-c2ccc3c(c2)OCO3)on1
 : i | i | i | i | -3 | i | i | i | i | i | i
CC1CCc2nc(NC(=O)Cc3cccs3)sc2C1 (stereo not drawn)
 : i | i | i | i | -12 | i | i | i | i | i | i
Cc1ccc(CSCC(=O)N2CCCC2)cc1
 : i | i | i | i | -4 | i | i | i | i | i | i
CCOc1ccc(NC(=O)CCNC(=O)c2ccco2)cc1
 : i | i | i | i | -7 | i | i | i | i | i | i
COCc1cc(C)[nH]c(=O)c1C#N
 : i | i | i | i | -2 | i | i | i | i | i | i
O=C(CSc1nnc2ccc(-c3ccccn3)nn12)NCCc1ccccc1
 : i | i | i | i | -9 | i | i | i | i | i | i
O=C1c2cccc([N+](=O)[O-])c2C(=O)N1c1ccccc1
 : i | i | i | i | -13 | i | i | i | i | i | i
COc1cccc(OCC(O)CN2CCc3ccccc3C2)c1 (stereo not drawn)
 : i | i | i | i | -4 | i | i | i | i | i | i
Cc1cccnc1NC(=O)c1sc2ccccc2c1Cl
 : i | i | i | i | -15 | i | i | i | i | i | i
COc1ccc(N(C(=O)Cc2cccs2)C(C(=O)NC2CCCCC2)c2cccn2C)cc1OC (stereo not drawn)
 : i | i | i | i | -10 | i | i | i | i | -5.4* | i
CC1Cc2ccccc2N1C(=O)C12CCC(C)(C(=O)C1)C2(C)C (stereo not drawn)
 : i | i | i | i | -10 | i | i | i | i | i | i

# Next compounds
# Screens in order: TMEM16A inh | MrgX1 agonist | KCNK3 inh | RGS4 inh | hERG protect | KCNQ1 act | KCNK9 inh | RGS4 act | KCNQ1 block | ANO1 activ | MrgX1 allo act
O=C(NCCO)c1nc(NCCO)c2ccccc2n1
 : i | i | i | i | -11 | i | i | i | i | i | i
CCCCN(CC)CCCNC(=O)CS(=O)(=O)Cc1nc(-c2cccc(OC)c2)oc1C
 : i | i | i | i | 1 | i | i | i | i | i | i
CCCCSc1nnc(-c2c[nH]c3ccccc23)n1C
 : i | i | i | i | -1 | i | i | i | i | i | i
Cc1ccc(NC(=O)COC(=O)COc2cccc3c2OC(C)(C)C3)cc1S(=O)(=O)N1CCOCC1
 : i | i | i | i | -14 | i | i | i | i | i | i
Cc1ccccc1C1c2[nH]c3ccccc3c2C[C@H]2C(=O)N(c3ccccc3C(=O)NCCCN3CCOCC3)C(=O)N12 (stereo partly drawn)
 : i | i | i | i | -10 | i | i | i | i | i | i
NS(=O)(=O)c1ccc(CCNc2nc(CN3CCCCC3)nc3sc4c(c23)CCC4)cc1
 : i | i | i | i | -15 | i | i | i | i | i | i
CCOC(=O)[C@@H]1[C@H]2COc3cc(OC)ccc3[C@@H]2N2C(=O)N(c3ccc(Cl)cc3)C(=O)[C@]12C
 : i | i | i | i | -5 | i | i | i | i | i | i
CC(NC(=O)c1ccccc1Br)c1nnc(SCC(=O)NC2CCCCC2)n1C (stereo not drawn)
 : i | i | i | i | -4 | i | i | i | i | i | i
O=C(COc1ccc(S(=O)(=O)NC2CCCCC2)cc1Cl)NCc1ccc2c(c1)OCO2
 : i | i | i | i | -14 | i | i | i | i | i | i
O=C(Nc1ccc(Cl)cc1F)c1cc(S(=O)(=O)N2CCCCC2)ccc1F
 : i | i | i | i | 2 | i | i | i | i | i | i
CCOC(=O)N1CCN(C(=O)c2ccc3c(=O)n(CCc4ccc(OC)c(OC)c4)c(=O)[nH]c3c2)CC1
 : i | i | i | i | -11 | i | i | i | i | i | i
Cn1c(N)c(C#N)c2c(c1=S)CSC(C)(C)C2
 : i | i | i | i | -10 | i | i | i | i | i | i
CCOC(=O)Cn1c(=O)oc2ccc(C)cc21
 : i | i | i | i | -7 | i | i | i | i | i | i
Cc1cc(C)c(C(=O)CN2C(=O)NC3(CCCCCC3)C2=O)cc1C
 : i | i | i | i | -5 | i | i | i | i | i | i
CSCCC(NC(=O)c1ccc([N+](=O)[O-])cc1Cl)C(=O)OCC(=O)N1CCN(C(C)=O)CC1 (stereo not drawn)
 : i | i | i | i | -7 | i | i | i | i | i | i
Cc1ccc(C(=O)Nc2ccc(Cl)cn2)cc1
 : i | i | i | i | -10 | i | i | i | i | x | i
COc1ccc(/C=C2\CCc3ccccc3C2=O)cc1Cn1cccn1
 : i | i | i | i | -14 | i | i | i | i | i | i
